EPAC1 antag = blocks human EPAC1 exchange factor; O95398; EPAC1 GEF assay, Rap1b-BODIPY-GDP exchange fluorescence; Potency, µM (series often up to 115 µM), for inactives: at the highest dose activity change, negative = inhibition, most hits filed as inhibitors; 0.14% of 360,000 active; AID 720709;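 further: potency means the concentration at half of the fitted maximal effect; plate controls were vehicle for no effect and positive control for full effect; nearly all actives have a fitted effect of over 50% in size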
EPAC2 ag = agonists of human EPAC2 (RAPGEF4); Q8WZA2; EPAC2 activation, biochemical qHTS; response scale: 100% = 6.5 mM cAMP response; Potency, µM (titrated, usually from 154 µM), for inactives: at the top dose activation, most hits filed as activators; 0.079% of 360,000 active; AID 720711; further: potency means the concentration at half of the fitted maximal effect; nearly all actives have a fitted effect of over 50% in size
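Exchange assay: 100 nM EPAC2 with 250 nM Rap1B-BODIPY-GDP and 50 uM GDP. Fluorescence (ex 480/em 540 nm) read every 5 min for 30 min at room temperature. Data normalized to 6.5 mM cAMP as agonist control.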
IL2 activator = activates IL-2 in a cell-based reporter assay; AID 652025; activation, % (series mostly up to about 46 µM); IL-2 activation reporter assay, cell-based qHTS; stimulated with anti-CD3/CD4/CD28 beads; in transgenic mouse T cells; 0.065% of 360,000 active; in the data active means activation above about 50%; inconclusive means mostly about 30% to 49%; further: 0% is about no effect
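Using fluorescent plate cytometry, EGFP and DsRed are detected in transgenic mouse T cells stimulated 18 h at 37 degrees C with antibody-coated beads after 60 min compound pretreatment.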
WRN helicase inh = inhibitors of human WRN helicase; Q14191; WRN helicase unwinding, fluorescent forked duplex, kinetic; Potency, µM (doses to about 114 µM), for inactives: at the highest dose activity change, negative = inhibition, usual class: inhibitors; 0.46% of 360,000 active; AID 651768; further: potency means the concentration at half of the fitted maximal effect; on the % scale 0 is the no-effect control and ±100 the full control effect; nearly all actives have a fitted effect of over 55% in size
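Kinetic red-fluorescence monitoring (525/598 nm) tracks WRN helicase activity after 100 nM fluorophore-quencher forked duplex and 2 mM ATP are added to 20 nM enzyme pretreated 15 min at room temperature with compound.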
CCT chaperon mod = changes cytosolic chaperonin activity. purified chaperonin ATPase assay, HTRF ADP detection, 30 min. activity change, % (test concentration not listed), hits read low. 0.3% of 360,000 active; in the data active means activity change below about -30%; further: on the % scale 0 is the no-effect control and ±100 the full control effect
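First, chaperonin was dispensed at 40 nM or 20 nM final depending on batch activity. Next, compounds were pinned at 76 uM and ATP added at 10 uM. After 30 min at 37 °C, ADP detection reagents ran 30 min at ambient temperature.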
PI5P4K alpha inh = inhibitors of human PI5P4K alpha | PI5P4Kalpha enzyme, ADP-Glo luminescence, 60 min; active compounds read low | max response, % | 1.2% of 330,000 active | AID 652105; active means max response of -50% or lower; inconclusive means between -30% and -50%; inactive means -30% or higher; further: value at the top dose of about 77 µM; on the % scale 0 is the no-effect control and ±100 the full control effect
Target sequence (P48426 whole entry, looked up): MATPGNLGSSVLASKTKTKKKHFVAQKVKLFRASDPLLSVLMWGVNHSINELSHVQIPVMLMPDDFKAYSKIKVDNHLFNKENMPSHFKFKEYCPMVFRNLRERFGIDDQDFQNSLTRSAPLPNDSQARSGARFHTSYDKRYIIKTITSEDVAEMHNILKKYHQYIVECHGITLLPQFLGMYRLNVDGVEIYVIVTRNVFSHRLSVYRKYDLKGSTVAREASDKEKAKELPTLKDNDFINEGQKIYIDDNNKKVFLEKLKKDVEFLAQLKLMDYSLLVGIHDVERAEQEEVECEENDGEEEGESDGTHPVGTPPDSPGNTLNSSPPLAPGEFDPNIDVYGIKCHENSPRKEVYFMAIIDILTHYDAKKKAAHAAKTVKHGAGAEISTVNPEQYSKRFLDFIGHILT
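Reactions run in 0.038 M HEPES pH 7.4, 0.28 mM EGTA, 0.1% CHAPS and 5% DMSO, with PI5P4Kalpha, substrate, compound and 5 microM ATP final, one hour at room temperature. Readout is ADP-Glo luminescence.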
EPAC1 agonist = agonists of human EPAC1. AID 720707. 0.073% of 360,000 active. EPAC1 agonist qHTS, biochemical assay; response scale: 100% = response to 6.5 mM cAMP. Potency, µM (doses to about 154 µM), for the others: at the top dose activation, most hits filed as activators. O95398; further: potency means the concentration at half of the fitted maximal effect; nearly all actives have a fitted effect of over 60% in size
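Normalized to 6.5 mM cAMP, activity reflects EPAC1-catalysed release of BODIPY-GDP from Rap1B, followed kinetically over 30 min at 480 nm excitation, 540 nm emission. Reaction contained 100 nM EPAC1, 250 nM Rap1B-BODIPY-GDP, 50 uM GDP.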
PLK1 PBD inh = inhibitors of human PLK1 polo-box domain binding. P53350. Plk1 PBD binding of FITC phosphopeptide, fluorescence polarization. Potency, µM, for the others: max response, negative = inhibition, usual class: inhibitors. 2.8% of 360,000 active; further: potency means the concentration at half of the fitted maximal effect; series mostly up to about 57 µM; on the % scale 0 is the no-effect control and ±100 the full control effect; nearly all actives have a fitted effect of over 65% in size
Target sequence (P53350 whole entry, looked up, the tested form may be a part): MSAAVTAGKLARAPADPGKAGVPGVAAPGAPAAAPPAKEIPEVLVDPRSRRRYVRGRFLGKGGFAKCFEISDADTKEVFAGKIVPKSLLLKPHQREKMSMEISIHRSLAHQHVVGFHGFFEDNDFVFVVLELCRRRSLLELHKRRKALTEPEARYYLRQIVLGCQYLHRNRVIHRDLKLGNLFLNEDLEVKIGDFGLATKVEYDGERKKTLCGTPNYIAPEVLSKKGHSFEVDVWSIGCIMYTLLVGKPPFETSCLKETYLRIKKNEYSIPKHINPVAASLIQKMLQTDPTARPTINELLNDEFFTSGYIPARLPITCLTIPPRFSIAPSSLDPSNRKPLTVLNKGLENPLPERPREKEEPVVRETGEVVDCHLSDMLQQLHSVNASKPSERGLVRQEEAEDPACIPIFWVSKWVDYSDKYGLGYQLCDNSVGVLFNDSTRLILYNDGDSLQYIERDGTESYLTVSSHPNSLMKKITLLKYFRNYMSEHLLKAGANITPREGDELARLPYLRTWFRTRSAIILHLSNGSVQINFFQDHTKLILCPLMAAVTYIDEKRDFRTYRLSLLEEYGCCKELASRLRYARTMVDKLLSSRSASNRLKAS
Starred values were filed as active, the others as inactive; u = inconclusive; x = no result given; [ ] = remark or other dose. Unless noted, the call rests on the fitted dose curve; in most records, active means well fitted curve in the direction sought with a large enough effect; inconclusive means small, poorly fitted or top-dose-only effect, or another doubt; inactive means no such curve, though single readings can be large; an effect the other way counts as inactive or inconclusive. An excerpt; the hit share may differ from the screen's.

SMILES	EPAC1 antag	EPAC2 ag	IL2 activator	WRN helicase inh	CCT chaperon mod	PI5P4K alpha inh	EPAC1 agonist	PLK1 PBD inh
Cc1ccccc1Nc1nnc(SCC(=O)c2c(N)n(C3CC3)c(=O)[nH]c2=O)s1	0%	4%	-1.2	3%	-2.0	-4	9%	-19%
CCOC(=O)c1c2c3c(c(Cl)ccc3[nH]c1=O)C(=O)c1ccccc1-2	-13%	-15%	-0.4	-19%[11.6 µM]	-3.7	-22	1%	u
CCOC(=O)C1C(=O)CC(C)(O)C(C(=O)OCC)C1c1ccc2c(c1)OCO2 (stereo unspecified)	-4%	-3%	-0.4	23%[57.1 µM]	-1.7	-3	-4%	-1%
COc1ccc(-n2c(C(C)(C)C)csc2=Nc2c(C)n(C)n(-c3ccccc3)c2=O)cc1	-5%	3%	-1.0	-35%[57.1 µM]	-3.8	-7	14%	-5%
Cc1c(C(=O)N2CC[C@@H](N3CCC(O)CC3)[C@H](O)C2)[nH]c2ccc(Cl)cc12	9%	3%	0.6	11%	-1.1	-7	-8%	0%
O=C(CNC(=O)c1ccco1)OCC(=O)c1ccc(Cl)cc1Cl	u	6%	0.0	-3%	-0.7	3	-1%	-2%
COc1ccc(OC)c(CN2CCN(C(=O)c3cccc(S(=O)(=O)Nc4ccccc4OC)c3)CC2)c1	-11%	6%	-6.0	9%	-1.2	-4	0%	-5%
COc1ccc(CCNC(=O)CN2CCN(Cc3ccccc3F)C2=O)cc1OC	0%	-1%	0.8	0%	-1.3	-2	10%	-1%
Oc1ccccc1/C=N/NC(=S)NC1CC2C=CC1C2 (stereo unspecified)	u	14%	-3.2	-12%	-1.7	-4	6%	-2%
Cc1ccc(C(=O)NC2CC(C)(C)NC(C)(C)C2)cc1C	-4%	5%	-1.2	12%	-1.1	4	0%	-6%
O=C(Nc1cccc(S(=O)(=O)N2CCCCCC2)c1)C1CCC1	-10%	1%	-3.5	-4%	-2.9	0	9%	-3%
CN=C1C([N+](=O)[O-])=CC=C2C1=NC1(CCCCC1)N2O	-12%	-7%	0.7	-1%	-1.6	-1	-10%	-5%
O=C(OCc1ccccc1)N1CCCCC1c1c(Cl)cccc1Br (stereo unspecified)	9%	8%	-0.8	-1%	-1.8	7	-4%	-7%
O=C(c1ccc(F)cc1F)N1CCCc2ccccc21	-1%	9%	-0.9	-4%	-3.5	-2	-1%	-8%
COc1ccc(C2CC(=O)N3CN(c4ccccc4F)CSC3=C2C#N)cc1OC (stereo unspecified)	-2%	7%	4.0	-5%	-0.6	-84*	12%	30µM*
CCCCN(CCCC)S(=O)(=O)c1ccc(NC(=O)c2cccs2)cc1	u	16%	-3.2	-11%	-3.1	x	4%	-9%
CCC(=O)N1CCN(c2ccccc2NC(=O)c2cccs2)CC1	2%	4%	-0.5	-15%	-0.6	-11	-23%	-2%
COc1ccc(-c2c(C#N)cnc(C)c2C)c(O)c1OC	3%	18%	1.2	1%	-0.7	0	14%	-13%
CN(C)c1ccc(C(=S)Nc2ccccc2)cc1	8%	3%	-0.3	-9%	-0.1	4	-20%	-5%
O=C(COC(=O)c1ccccc1C(=O)c1ccccc1)NCCc1ccc(Cl)cc1Cl	-11%	7%	-5.7	-8%	0.7	26	0%	3%

Reprinted from the part before: 2 compounds, followed by the next part.
SMILES	EPAC1 antag	EPAC2 ag	IL2 activator	WRN helicase inh	CCT chaperon mod	PI5P4K alpha inh	EPAC1 agonist	PLK1 PBD inh
CN(C)c1ccc(C(=S)Nc2ccccc2)cc1	8%	3%	-0.3	-9%	-0.1	4	-20%	-5%
O=C(COC(=O)c1ccccc1C(=O)c1ccccc1)NCCc1ccc(Cl)cc1Cl	-11%	7%	-5.7	-8%	0.7	26	0%	3%
O=C(COC(=O)CN1C(=O)C2CCCCC2C1=O)NC1CCS(=O)(=O)C1 (stereo unspecified)	-2%	0%	0.4	-17%	-2.5	3	10%	-3%
COc1cccc(C(=O)NOCc2ccc(C)cc2)c1OC	-5%	18%	-1.1	-15%	0.5	-3	0%	-9%
Cc1ccc(NC(=O)CN2C(=O)/C(=C3\SC(=S)N(C4CCS(=O)(=O)C4)C3=O)c3ccccc32)cc1 (stereo unspecified)	8%	-7%	-0.2	6%	-3.1	-16	9%	-11%
O=C1N/C(=C/c2cccs2)C(=O)N1Cc1ccccc1F	u	0%	-1.6	-15%	-0.5	0	-17%	-24%
CCOC(=O)N1CCN(CC(=O)c2ccc3c(c2)CCN3C(C)=O)CC1	-3%	4%	1.8	-7%	1.9	5	6%	-12%
Cc1ccc(-n2ncc3c(=O)n(CC(=O)NC4CCCCC4)cnc32)cc1	16%	-4%	-0.4	5%	-2.8	-6	-5%	-3%
O=S(=O)(NCc1ccccn1)C(F)(F)F	-4%	7%	-3.5	1%	-0.8	-6	4%	-13%
O=C(Nc1ccccn1)c1cc2ccccc2o1	7%	5%	-1.6	-2%[57.1 µM]	-0.4	x	0%	-5%
O=C(NCc1ccccc1)c1ccc2nccnc2c1	8%	9%	0.6	-6%	-0.6	x	2%	-4%
CN(c1nc2c(c(=O)n(C)c(=O)n2C)n1CC(=O)c1ccccc1)C1CCCCC1	-16%	-2%	-0.2	2%	-2.6	0	-8%	-2%
Cc1cc(/C=C(\C#N)c2nc3ccccc3[nH]2)c(C)n1C	10%	8%	1.4	-22%	-1.2	1	7%	-9%
CCN(CC)c1nc2c(c(=O)[nH]c(=O)n2C)n1Cc1ccccc1	-9%	13%	0.8	11%	-0.1	-10	-6%	1%
CCOC(=O)COc1ccc(S(=O)(=O)N2CCN(c3ccc(OC)cc3)CC2)cc1	-18%	-18%	2.1	-11%	-0.7	-9	-21%	u
O=C(Nc1cccc([N+](=O)[O-])c1)c1ccc2nsnc2c1	-21%	5%	-0.4	-9%	-2.7	2	8%	-11%
CC(=O)NC1(c2ccccc2)CCN(Cc2nnnn2C(C)(C)C)CC1	-3%	5%	-2.1	-6%	-2.5	0	4%	1%
COCCNC(=O)CN(C(=O)Cn1nnc2ccccc21)c1ccc(F)c(Cl)c1	-3%	5%	-3.2	5%[57.1 µM]	2.4	-1	-1%	-4%
CCOC(=O)N1CCN(C(=O)c2ccc(NS(C)(=O)=O)cc2)CC1	-7%	-2%	-0.5	-5%	3.2	13	5%	-4%
CCOC(=O)N1CCN(C(=O)c2ccc3c(=O)n(-c4cc(OC)ccc4OC)c(=S)[nH]c3c2)CC1	1%	-2%	-0.7	2%	-0.4	-5	-11%	4%
CCCS(=O)(=O)N1CCCC(C(=O)NCCCN(Cc2ccccc2)C(C)C)C1 (stereo unspecified)	-13%	4%	0.5	5%	-1.3	6	11%	-3%
Cc1ccc(NS(=O)(=O)c2ccc(-c3cnc(C4CC4)o3)cc2)cc1	-18%	23%	-0.9	-4%	-1.1	-5	4%	-15%

Part of the list above, with values under each structure.
Each structure is followed by: EPAC1 antag, EPAC2 ag, IL2 activator, WRN helicase inh, CCT chaperon mod, PI5P4K alpha inh, EPAC1 agonist, PLK1 PBD inh
COc1cccc(C(=O)NOCc2ccc(C)cc2)c1OC
  -5%, 18%, -1.1, -15%, 0.5, -3, 0%, -9%
CCCS(=O)(=O)N1CCCC(C(=O)NCCCN(Cc2ccccc2)C(C)C)C1 (stereo unspecified)
  -13%, 4%, 0.5, 5%, -1.3, 6, 11%, -3%
Cc1ccc(NS(=O)(=O)c2ccc(-c3cnc(C4CC4)o3)cc2)cc1
  -18%, 23%, -0.9, -4%, -1.1, -5, 4%, -15%

Going on with the list.
SMILES	EPAC1 antag	EPAC2 ag	IL2 activator	WRN helicase inh	CCT chaperon mod	PI5P4K alpha inh	EPAC1 agonist	PLK1 PBD inh
Cc1cccc(Nc2nc(-c3ccc(O)cc3O)cs2)n1	-19%	8%	-1.1	-19%	0.1	-14	14%	-6%
CCC(NC(=O)c1ccccc1NC(=O)c1ccco1)C(=O)NC1CCCCC1 (stereo unspecified)	2%	-8%	-1.4	-13%	1.1	10	-8%	-2%
Cn1ncc2c(Nc3ccccc3Cl)nc(Nc3ccccc3Cl)nc21	6%	8%	-0.1	-4%	1.1	16	11%	-1%
O=C(CN1CCN(Cc2cccc(Cl)c2)C1=O)NCc1cccs1	-9%	5%	-0.4	-4%	-4.7	1	0%	-13%
CCOC(=O)N1CCC(NC(=O)CC2C(=O)NCCN2Cc2cccc(F)c2F)CC1 (stereo unspecified)	6%	6%	2.4	-6%	-0.2	3	-2%	-6%
CCN(CC)C(=O)CCCSc1nnc(Nc2ccccc2F)s1	-10%	9%	1.0	-1%	-1.9	1	1%	-4%
COc1ccc(C[C@H](N)C(=O)N[C@H]2[C@@H](O)[C@H](n3cnc4c(N(C)C)ncnc43)O[C@@H]2CO)cc1	1%	7%	-0.7	5%	-0.9	1	-1%	-8%
CS(=O)(=O)c1ccc(Cl)c(NC(=O)CSc2nc3ccccc3c(=O)n2Cc2ccco2)c1	-7%	11%	0.0	-10%	3.8	1	-10%	0%
Cc1ccc(-c2nc3ccccc3[nH]c2=O)cc1	-2%	1%	1.1	-5%	-0.2	0	5%	0%
CCn1c(COc2cccc(C)c2)nnc1SCC(=O)NC1CCCC1	10%	2%	0.4	9%	-2.5	1	6%	30µM*
Cc1ccnc2nc(C(=O)Nc3nnc(-c4ccccc4)o3)nn12	0%	13%	-0.2	-9%	0.2	1	19%	-8%
Cc1ccc(-n2cccc2/C=C2\C(=N)N3N=C(c4ccco4)SC3=NC2=O)cc1	u	16%	-1.8	u	-1.9	u	u	30µM*
CN(CC(=O)Nc1ccc(Cl)c(C(F)(F)F)c1)C(=O)Cc1c[nH]c2ccccc12	-21%	4%	6.5	-10%	1.9	-4	u	4%
COc1ccc(C2=Nc3ccccc3N(C(=O)c3ccc4c(c3)OCO4)C2C(=O)NCc2ccccc2)cc1 (stereo unspecified)	7%	15%	0.0	-2%	x	3	2%	-2%
Cc1ccc(C(=O)NCC2CCCN2S(=O)(=O)c2ccc(C)cc2)cc1 (stereo unspecified)	-4%	4%	-2.6	-9%	-1.8	6	6%	1%
O=C(CNS(=O)(=O)c1ccc(F)c(Cl)c1)N1CCCC1	-19%	9%	0.0	-2%	-1.6	3	12%	-15%
CCOC(=O)c1sc(=S)n(-c2cccc(OC)c2)c1N	1%	-6%	2.1	-2%	0.8	x	1%	14µM*
C/C(=N\Nc1nc(C)cc(C)n1)c1ccc(C)o1	-4%	9%	-1.3	1%	-1.8	3	3%	4%
O=C(NC(=S)NCc1ccccc1)c1ccc(Br)cc1	11%	12%	1.6	-11%	0.5	2	7%	-3%
CNc1snc(C)c1C(=O)OCC(=O)c1cc(F)ccc1OC	-5%	2%	-0.6	-6%	-1.6	0	-2%	-7%
O=C(NC(=S)Nc1ccc(CN2CCOCC2)cc1)c1cc2ccccc2o1	11%	-4%	-0.5	-1%	-0.5	-1	5%	-6%

Screens as filed in PubChem BioAssay.
